# Screening results from PubChem.
# aSyn 5UTR inh: 5' untranslated region of α-synuclein, MLPCN primary screen; alpha-synuclein 5'UTR reporter, inhibitor activity; inhibition, % (tested at 7.5 µM); 0.82% of 300,000 active; in the data active = inhibition above about 60%; inconclusive = no clear call, values can overlap the other calls;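 note: H4 neuroglioblastoma cells stably carrying SNCA 5'UTR luciferase fusion; 0% = DMSO wells and 100% = positive control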
# HSF-1 act: increases HSF-1 driven luciferase reporter signal. NIH3T3-HGL HSF-1 luciferase reporter, MG132, 8 h; 100% = twice DMSO control signal. activation, % at 9 µM. 1.7% of 300,000 active. AID 504408;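 active = mean replicate activation of at least 50% with a set share of replicates each reaching 50%; inconclusive = only one of those two conditions met; inactive = mean below 50% and too few replicates reaching it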;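 note: 0% = median of the neutral control wells and 100% = twice that signal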
# HSF1 inh: HSF1 inhibition; activity change, negative = inhibition, % at 7.5 µM (by protocol); NIH3T3-HGL HSE-luciferase, MG132-induced, luminescence 8 h; active compounds read low; 0.77% of 300,000 active;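 active = more than half of replicate wells show activity change below -50%, luminescence cut by over half; inconclusive = some wells, but at most half, below -50%; inactive = no replicate well below -50%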;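 note: luciferase reports HSF-1 transcriptional activity via heat shock element; 0% = median of DMSO wells and -100% = zero luminescence signal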
# KLF5 inh: kruppel-like factor 5 inhibition; DLD-1 KLF5 promoter-luciferase reporter, luminescence; inhibition, % at 5 µM; 0.23% of 290,000 active; AID 1700;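 active = inhibition above a per-plate limit of that plate's mean compound inhibition plus 3 SD, cut at about 60% in these data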;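 note: 0% = DMSO wells and 100% = LY294002 at 200 µM; higher means less KLF5 promoter-driven luciferase light; inactives centre near -14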
# Platelet DG rel: platelet dense granule release activity | human platelet-rich plasma, SFLLRN dense granule ATP release, luminescence | inhibition, %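 (compounds screened at 7.5 µM in platelet-rich plasma)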 | 0.22% of 300,000 active | AID 1663;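 active = mean replicate score, as percent of positive control, at or above 50; inconclusive = mean below 50 but at least one replicate at or above 50; inactive = mean and every replicate below 50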
# SKKanGAS inh: inhibitors of SKKanGAS S. pyogenes growth in kanamycin (SK-promoter or general growth effect) | BacTiter-Glo, 6 h | inhibition, % at 7.5 µM | 1.3% of 300,000 active | AID 1662;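 active = mean replicate score, as percent of positive control median, at least 50; inconclusive = mean below 50 but one replicate at or above 50; inactive = mean and every replicate below 50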;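 note: strain carries kanamycin resistance gene driven by streptokinase promoter and grows in 40 µg/ml kanamycin; loss of luminescence reflects streptokinase promoter inhibition or plain growth inhibition; 0% = median of DMSO wells and 100% = positive control at its reference dose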
# HSP90 refold inh: HSP90 refolding inhibition in rabbit reticulocyte lysate | luciferase refolding luminescence, 3 h | inhibition, % at 5.6 µM | 0.91% of 290,000 active | AID 1789;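 active = inhibition above the screen-wide mean plus 3 SD, computed separately per campaign, cut at about 16% in these data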;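 note: 0% = DMSO wells and 100% = 60 µM geldanamycin wells; inhibitors lower the luminescence because luciferase stays unfolded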
# HIF act: HIF pathway transcriptional activation | activation, % at 7.5 µM (by protocol) | U2OS HRE-luciferase reporter, luminescence; normalized: DMSO 0%, desferrioxamine 100% | 0.32% of 300,000 active | AID 1910;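 active = mean activation of at least 10% of the iron chelator positive control signal, with at least half of replicates also reaching 10%; inconclusive = mean and replicate majority disagree about reaching 10%; inactive = mean and most replicates under 10%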
# IEC-6 cytotox: IEC-6 cytotoxicity, counter-screen for KLF5 inhibitors. luminescence viability. inhibition, % at 5 µM. 0.78% of 290,000 active. AID 1825; in the data active = inhibition above about 22%;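 note: 0% = plate median of test compound wells and 100% = cytotoxic reference compound wells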
# AI-2 QS modul: Vibrio harveyi AI-2 quorum sensing modulation; Vibrio harveyi JMH597 AI-2 luminescence/OD600 ratio, 9 h; active compounds read low; strain lacks LuxN and CqsS sensors; 0 = neutral-control median; AID 2094; 0.4% of 300,000 active; activity change, % at 7.5 µM; in the data active = activity change below about -75%, passing the limit was not always enough; inconclusive = no clear call, values can overlap the other calls;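 note: luminescence divided by OD600 gain over 9 h not by final OD600 alone; inactives centre near 13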
# An asterisk follows results filed as active; ? = inconclusive; · = no result given.
SMILES,aSyn 5UTR inh,HSF-1 act,HSF1 inh,KLF5 inh,Platelet DG rel,SKKanGAS inh,HSP90 refold inh,HIF act,IEC-6 cytotox,AI-2 QS modul
O=C(CSc1nnc(-c2ccc(Br)cc2)n1C1CCCCC1)N1CCCC1,-26,30,13,-18,1,7,2,1.4,2,17
COc1ccc(/C=C/C(=O)OCCCN(C)C)cc1,-13,1,-7,-6,8,2,3,-0.4,0,5
O=C(CSc1ccc(Cl)cc1)N1N=CCC1c1ccccc1 (stereo not given),-17,13,3,-7,-2,-3,-9,-0.3,-5,3
O=C(Nc1cc(=O)[nH]c(=O)[nH]1)c1cccc(Br)c1,7,-29,-13,8,13,10,2,1.6,11,-3
O=C(Nc1ccccc1)/C(=C/c1ccccc1)c1ccccc1,-4,15,5,0,-8,-7,5,0.0,-1,13
Cc1ccc(-c2c(NCCc3ccccc3)c(=O)c2=O)cc1,-9,1,4,-24,10,-5,2,1.0,2,21
Cc1cccc(OCC(=O)N2CCN(S(C)(=O)=O)CC2)c1,16,-7,1,-20,-2,4,0,0.0,-3,15
O=C(CSc1nnc2ccccn12)Nc1ccc2c(c1)OCCO2,-122,17,18,-77,8,-7,0,2.6,7,13
CCCCN(CC)C(=O)CN1C(=O)c2ccccc2C1=O,17,0,2,-7,-6,-1,-1,-0.6,-2,26
CC(C)Oc1ccc(S(=O)(=O)N2CCOCC2)cc1NC(=O)C1CSC2(C)CCC(=O)N12 (stereo not given),15,0,-1,·,1,12,·,-0.7,·,31
Cc1cc(C)c2c(=O)[nH]c(SCC(=O)N(C)C)nc2n1,-3,19,-2,-5,1,4,-3,0.2,1,-2
COC(=O)c1c(NC(=O)COc2ccc(Cl)cc2Cl)sc2c1CC(C)(C)NC2(C)C,102*,7,2,-15,8,?,1,-4.4,-2,2
Cc1cc(NC(=O)CCC(=O)N(c2cccc(F)c2)C(C(=O)NC2CCCC2)c2ccncc2)no1 (stereo not given),17,-29,-23,-33,-1,-1,0,0.0,-2,29
Cn1c(=O)c2c(ncn2CCOc2cccc(Br)c2)n(C)c1=O,32,15,3,-5,0,-2,-2,-0.8,20,5
COc1cc(C2NC(=O)NC(C)=C2C(=O)OCC2CCCCC2)ccc1O (stereo not given),5,-4,-4,-19,7,6,-1,0.3,-2,·
COc1ccc(CCNC(=O)CN2CCN(c3cccc(C(F)(F)F)c3)CC2)cc1,18,6,0,-37,-4,-7,3,-0.5,0,-1
CC1(C)Cc2cccc(OCC(=O)N3CCN(c4ccc([N+](=O)[O-])cc4)CC3)c2O1,2,35,18,-5,27,-10,-4,-0.4,4,8
Cc1ccc(-c2nc(C)sc2CC(=O)OCC(=O)Nc2c(F)cccc2F)cc1,31,15,6,-21,1,18,-1,0.5,-5,30
CCOC(=O)c1c(NC(=O)Cn2nc(C(=O)O)c3ccccc3c2=O)sc(C)c1C,0,10,1,-15,-8,8,0,-0.3,5,-2
Cc1cc(C)n(-c2cc(N3CCN(S(=O)(=O)c4ccc(C)c(C)c4)CC3)ccc2[N+](=O)[O-])n1,25,18,10,14,-17,5,2,-0.1,-8,9
CCCCc1cc(=O)oc2cc(C)cc(OCC(=O)NCc3ccccn3)c12,-12,7,3,-14,5,3,-6,0.8,-12,12
Cc1ccc(-c2cc(C(=O)Nc3ccc(S(=O)(=O)Nc4onc(C)c4C)cc3)[nH]n2)c(O)c1,-8,3,-8,-14,0,-3,5,-0.1,-4,20
Cc1[nH]c(=O)c(C#N)cc1-c1ccccc1,35,-14,-6,-28,12,-5,-2,-0.7,-7,4
Cc1ccc(C(=O)N2c3ccccc3OCC2C)cc1 (stereo not given),3,-1,-1,5,-11,1,-1,-1.1,-7,14
CC(C)c1ccc(NC2CCCN(C(=O)c3ccc(Cn4cnnn4)cc3)C2)cc1 (stereo not given),-30,-6,7,-3,-4,0,-2,3.8,-1,0
COc1cc(OC)cc(-c2cc3nc(C)c(CCC(=O)Nc4nc(C)cs4)c(C)n3n2)c1,45,-5,-10,-2,-1,24,8,-0.9,1,19
O=C(OCC(=O)N1CCc2ccccc21)c1ccc[nH]c1=O,-2,11,3,-15,-2,0,3,-0.2,-6,9
Cc1nnc(SCC(=O)Nc2cccc(C(F)(F)F)c2)[nH]c1=O,2,-6,8,4,1,10,3,0.0,-1,14
CC1CCCCC1NC(=O)C1CCN(S(=O)(=O)N2CCOCC2)CC1 (stereo not given),5,-6,-4,-14,-9,0,3,-0.4,-1,29
COc1ccc(CCNC(=O)c2nnn(-c3cccc(C)c3)c2N)cc1OC,24,7,-2,-7,-4,-3,1,0.5,2,12

# Entries above printed as active in aSyn 5UTR inh.
Molecule | aSyn 5UTR inh | HSF-1 act | HSF1 inh | KLF5 inh | Platelet DG rel | HSP90 refold inh | AI-2 QS modul
COC(=O)c1c(NC(=O)COc2ccc(Cl)cc2Cl)sc2c1CC(C)(C)NC2(C)C | 102* | 7 | 2 | -15 | 8 | 1 | 2

# Next structures.
SMILES,aSyn 5UTR inh,HSF-1 act,HSF1 inh,KLF5 inh,Platelet DG rel,SKKanGAS inh,HSP90 refold inh,HIF act,IEC-6 cytotox,AI-2 QS modul
Cc1c(NC(=O)Nc2ccccc2C(F)(F)F)c(=O)n(-c2ccccc2)n1C,-1,50,3,-10,-1,-5,-2,-1.8,-6,18
O=C(N/N=C/c1coc2ccccc2c1=O)c1ccc(Cl)cc1,10,-3,1,-66,18,-9,16,0.4,10,14
COc1ccccc1S(=O)(=O)CC(O)COc1ccc(C#N)cc1 (stereo not given),10,-11,-3,-7,13,-3,1,-0.6,3,32
CCOC(=O)c1c(C)[nH]c(C(=O)CSc2ccccc2)c1C,-45,59*,27,-155,-2,1,8,0.6,5,6
CCOC(=O)N1CCC(Nc2c(NCCN3CCN(c4ccccc4F)CC3)c(=O)c2=O)CC1,-7,-5,-6,-21,9,-2,-2,-0.1,-5,6
N#C/C(=C\c1ccc(-c2ccccc2)o1)C(=O)Nn1cnnc1,-11,-19,-4,-31,1,-8,1,-0.4,1,14
CC(C)(C)OC(=O)NCCc1nnc(S(=O)(=O)Cc2ccc(Cl)cc2Cl)o1,4,44,31,-9,0,31,-1,-1.6,2,-89*
CC(=O)c1cccc(NC(=O)C2CC(c3ccc(F)cc3)=NO2)c1 (stereo not given),0,-5,4,-20,5,-3,-3,-0.3,2,-91*
O=C(CSc1ccc(-c2ccccc2)nn1)N1CCN(c2ccccc2)CC1,29,0,-6,-9,1,-3,2,-0.3,-2,2
CCN1C(=O)c2cccc3c(S(=O)(=O)Nc4ccc(O)c(C(=O)O)c4)ccc1c23,1,36,5,-6,-6,0,6,-0.5,8,13
CCn1c(SCC(N)=O)nnc1-c1ccc2c(c1)OCO2,-8,-2,1,-7,2,1,4,0.1,0,17
Cc1ccc(NC(=S)N/C(=N/S(=O)(=O)c2ccccc2)c2ccccc2)cc1,-205,28,20,-169,-2,11,12,10*,-3,49
CCN1CCN(Cc2nc3c(c(=O)n(C)c(=O)n3C)n2CC(=O)c2ccccc2)CC1,9,-7,-4,-4,1,4,1,0.1,2,3
CCN1C/C(=C/c2cccs2)c2nc3ccccc3c(C(=O)O)c2C1,10,-4,1,5,10,-4,-1,0.1,-1,5
O=C1C2C3C=CC(C2C(=O)N1C1CCCCC1)C1C2C(=O)N(C4CCCCC4)C(=O)C2C31 (stereo not given),10,35,1,-10,11,-4,-3,-0.6,2,11
CC(C)c1ccc(C(O)Cc2nc3ccccc3n2C)cc1 (stereo not given),-102,-1,-9,2,-18,17,7,1.7,0,11
CCOC(=O)c1cnn(CCOC(=O)c2ccccc2)c1NC(=O)c1ccccc1,-29,2,7,-42,-4,-2,-4,-0.5,0,8
Cc1ccc(OCC(=O)NS(=O)(=O)c2ccc(Cl)cc2)cc1,10,-12,-4,-9,10,1,3,0.5,1,39
CC1=C(C(=O)Nc2ccccc2)C(c2ccccc2[N+](=O)[O-])NC(=O)N1 (stereo not given),-28,13,5,-21,-8,-17,1,0.8,-1,-7
COC(=O)c1ccc(/C=N/NC(=O)c2ccc3nc[nH]c3c2)cc1,-36,1,-6,-20,4,-1,-4,·,-4,27
Cc1ccccc1CS(=O)(=O)c1ccc(C(=O)N2CCOCC2)cc1[N+](=O)[O-],38,-3,-2,-21,-22,-3,-2,-0.1,5,28
CC(C)NC(=O)C1CCN(C2CCN(C(=O)c3cc4c(s3)CCCCC4)CC2)CC1,9,-5,-3,-3,-3,3,-1,-1.6,3,10
COCCOC(=O)c1c(C)oc2ccc(O)c(CN3CCC(C)CC3)c12,-17,16,-3,-28,-1,1,-4,0.0,0,-8
O=S(=O)(CC(CN1CCCCC1)N1CCCCC1)c1ccc2ccccc2c1 (stereo not given),49,90*,54,-27,-2,0,-2,0.0,1,30
CCOC(=O)COc1ccc(/C=C2/SC(=Nc3ccccc3)N(Cc3cccnc3)C2=O)cc1OC,-6,64*,28,-17,16,28,0,0.1,-2,14
Cc1nc(NC(=O)CN2CCN(c3cccc(Cl)c3)CC2)sc1C(=O)N(C)C,2,-7,2,-1,2,7,-6,-1.8,0,26
C=CCNC(=S)N/N=C(\C)c1cc(OC)c(OC)c(OC)c1,34,4,6,-9,18,-14,3,-0.1,4,23
COc1cccc(CNS(=O)(=O)c2cc3c(cc2C)NC(=O)CO3)c1,4,-20,-9,-4,16,-4,-5,-0.3,-3,5
CCn1c(=O)cc(O)c2c(=O)n(C)c(=O)n(C)c21,0,35,12,-8,-15,-10,-1,-0.5,6,17
O=C1C=C(N2CCN(C(=O)c3ccccc3)CC2)C2(CCCCC2)O1,25,-5,-3,-21,1,6,2,0.1,-7,34
Fc1ccc(NC(=S)N2CCN(c3ncccn3)CC2)cc1,15,-13,3,-19,-21,3,-2,0.2,-4,1
Cc1nnc(Nc2ccc(O)cc2)[nH]c1=O,-20,8,-2,-5,-3,5,2,-0.4,3,32
COc1cc(/C=N/NC(=O)CNC(=O)c2ccc3c(c2)OCCO3)ccc1O,38,1,-5,-8,5,-1,3,-0.5,-2,·
CCN(CC)c1ccc(C(=O)OCC(=O)Nc2ccccc2-c2ccccc2)cc1,39,·,·,-7,-10,47,-1,-0.4,-3,31
Cc1ccc(S(=O)(=O)CC(=O)Nc2ccc3nc(C)sc3c2)cc1,-13,-8,-7,-25,-8,-2,-4,1.2,2,21
Cc1ccc2cc(CN(CCN(C)C)C(=O)Nc3ccc(Cl)cc3)c(=O)[nH]c2c1,-83,21,3,-55,9,8,3,4.5,1,7
Cc1ccccc1NC(=O)/C(C#N)=C/c1ccccc1C(F)(F)F,0,20,4,-5,38,-2,-5,-0.3,-3,12
Fc1c(F)c(F)c(NC2=NCCCCC2)c(F)c1F,2,8,-2,-17,7,-2,5,0.4,2,0
S=C1NC[C@H](CC2CCCCC2)N1CCCCC1CCCCC1,-7,-17,-3,·,-3,76*,·,0.2,·,17
O=C(CCNC(=O)c1ccc(Br)cc1)Nc1ccccc1N1CCCCC1,-7,4,12,·,10,-5,·,-0.5,·,29
Cc1ccc(C(=O)NCCc2nnc3ccc(N4CCCC4)nn23)cc1,20,4,-2,-12,7,-4,-6,-0.1,-6,20
